ABCB6 inh 2: blocks the human ABCB6 transporter. Q9NP58. actives 0.19% (n = 360,000). K562-ABCB6 porphyrin accumulation, flow cytometry, 1 h; active compounds read low. AID 602162. fluorescence ratio to DMSO, % at 10 µM;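 active means fluorescence ratio to DMSO below 75%, the collection mean minus 3 SD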;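 further: signal is porphyrin accumulated inside mitochondria; 100% equals median channel fluorescence of DMSO control wells; lower ratio means ABCB6 inhibition with less porphyrin fluorescence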
MC4R antag cAMP: blocks human MC4R cAMP signaling; P32245; MC4R-expressing cells, MTII-stimulated cAMP, LANCE TR-FRET; inhibition, % at 6.5 µM; actives 0.48% (n = 360,000);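 active means inhibition above its plate's cutoff, the mean of tested wells on that plate plus 3 SD, cut at about 29% in these data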;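 further: 0% = Melanotan II alone and 100% = Melanotan II plus saturating MCL0020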
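System: U2OS-MC4R stable cell line; Technique: Eu-cAMP/anti-cAMP TR-FRET, emission 671 nm; Repeats: single well per compound; Also added: Melanotan II; Dosing: one concentration, 6.5 µM nominal; Schedule: 30-min compound, 1-h challenge, 1-h detection, room temperature.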
aDG glyco up: increases alpha dystroglycan glycosylation. actives 0.22% (n = 360,000). Pro5-aDG cells, alpha-DG glycosylation AlphaScreen (IIH6); 0% Pro5, 100% B10-LARGE cell signal. activation, % at 10 µM;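 active means activation of at least 8% versus controls, or a plate z-score of at least 8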;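 further: Pro5 are CHO cells carrying HIG-tagged alpha-DG that lacks glycosylation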
Vif inh: HIV Vif inhibition; inhibition, % at 7.49 µM; HEK293T cells, Vif self-association by quenched fluorescence, imaging, 24 h; actives 0.35% (n = 340,000); in the data active means inhibition above about 50%, passing the limit was not always enough; further: some results filed as inactive read as strong as hits
MC4R barr agon: activates human MC4R beta-arrestin recruitment; U2OS MC4R beta-arrestin complementation, luminescence; percent of melanotan II response, DMSO zero; actives 0.98% (n = 360,000); activation, % at 8.9 µM; P32245;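 active means activation above a per-plate cutoff, the mean activation of sample wells on that plate plus 3 SD, cut at about 8% in these data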
Exocytosis inh: blocks lytic granule exocytosis; inhibition, % at 10 µM; TALL-104 LAMP-1 surface exposure, flow cytometry; cells stimulated with thapsigargin and PMA; AID 651702; actives 0.66% (n = 360,000);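 active means inhibition above about 55%, limit read from the data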
ABHD5 PLIN5 PPI: blocks binding of human ABHD5 to perilipin-5; Split G. princeps luciferase complementation, luminescence, 4 h; actives 0.78% (n = 360,000); inhibition, % at 4 µM; Q00G26+Q8WTS1;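 active means inhibition above the mean inhibition across every tested compound plus 3 SD, cut at about 22% in these data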;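 further: 0% = DMSO only wells and the 100% control is not disclosed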
TLR9-MyD88 block: blocks human TLR9 binding to MyD88; Q9NR96+Q99836; CHO BLA complementation TLR9-MyD88, CCF4 FRET ratio; inhibition, % at 4.98 µM; actives 0.21% (n = 340,000); AID 504734;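 active means inhibition above the mean over all tested compounds plus 3 SD, cut at about 21% in these data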;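 further: 0% = DMSO only wells and 100% = clavulanate BLA inhibitor control wells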
Target sequence (Q99836 whole entry, looked up): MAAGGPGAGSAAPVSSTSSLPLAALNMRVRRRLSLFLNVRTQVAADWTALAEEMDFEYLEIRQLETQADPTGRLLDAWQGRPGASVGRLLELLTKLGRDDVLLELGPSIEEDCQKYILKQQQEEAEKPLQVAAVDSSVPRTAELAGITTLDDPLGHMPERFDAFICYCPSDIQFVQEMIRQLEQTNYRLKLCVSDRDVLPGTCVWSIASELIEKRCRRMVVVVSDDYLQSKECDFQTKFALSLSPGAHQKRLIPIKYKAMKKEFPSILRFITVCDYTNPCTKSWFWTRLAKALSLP
Target sequence (Q9NR96 whole entry, looked up): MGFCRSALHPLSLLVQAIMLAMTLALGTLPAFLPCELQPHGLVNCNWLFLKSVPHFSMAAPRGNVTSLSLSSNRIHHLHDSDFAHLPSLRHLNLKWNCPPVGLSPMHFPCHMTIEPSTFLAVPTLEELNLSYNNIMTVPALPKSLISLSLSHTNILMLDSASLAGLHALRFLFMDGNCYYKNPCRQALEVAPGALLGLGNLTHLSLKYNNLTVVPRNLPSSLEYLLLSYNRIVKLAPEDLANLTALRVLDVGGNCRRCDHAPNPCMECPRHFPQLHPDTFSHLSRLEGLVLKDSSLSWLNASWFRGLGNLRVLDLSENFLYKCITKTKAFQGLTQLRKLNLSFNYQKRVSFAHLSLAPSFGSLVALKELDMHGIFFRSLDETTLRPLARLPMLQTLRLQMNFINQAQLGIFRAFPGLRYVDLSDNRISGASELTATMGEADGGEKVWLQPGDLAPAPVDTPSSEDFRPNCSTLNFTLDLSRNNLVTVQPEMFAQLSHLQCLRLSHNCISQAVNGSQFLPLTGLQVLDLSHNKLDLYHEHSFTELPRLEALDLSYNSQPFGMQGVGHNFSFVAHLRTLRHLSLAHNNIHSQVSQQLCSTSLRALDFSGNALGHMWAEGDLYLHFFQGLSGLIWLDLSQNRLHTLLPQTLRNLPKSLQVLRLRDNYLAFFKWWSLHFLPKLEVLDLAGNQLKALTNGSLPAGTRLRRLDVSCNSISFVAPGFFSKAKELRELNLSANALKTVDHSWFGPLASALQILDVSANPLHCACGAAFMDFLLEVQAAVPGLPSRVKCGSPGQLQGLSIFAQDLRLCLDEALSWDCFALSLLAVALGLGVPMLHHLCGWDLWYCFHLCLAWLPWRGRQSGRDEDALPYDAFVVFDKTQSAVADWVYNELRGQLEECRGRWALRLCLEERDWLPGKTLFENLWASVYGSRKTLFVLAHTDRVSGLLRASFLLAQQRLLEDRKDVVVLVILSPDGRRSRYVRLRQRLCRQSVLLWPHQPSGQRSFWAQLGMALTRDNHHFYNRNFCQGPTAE
N-glyco inh: N-linked glycosylation inhibition; D54 ERlucT glycosylation luciferase reporter, 24 h; percent of 100 nM tunicamycin response; reporter increase, % at 12.5 µM; actives 0.23% (n = 360,000); AID 588692;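 active means mean luciferase reporter signal, scaled so untreated is 0 and the glycosylation-blocking control 100, at or above a set limit in every replicate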;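 further: luciferase carries N-glycosylation sites so blocking glycosylation raises the light; 0% = median of neutral control wells and 100% = median of 100 nM tunicamycin wells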
NOD2-RIPK2 inh: inhibitors of human NOD2-RIPK2 interaction | CHO BLA complementation NOD2-RIPK2, CCF4 ratio | inhibition, % at 4.98 µM | actives 0.38% (n = 360,000); in the data active means inhibition above about 21%;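 further: 0% = vehicle only and 100% = reference blocker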
Active calls of the source: *; . = not tested or not shown.

SMILES	ABCB6 inh 2	MC4R antag cAMP	aDG glyco up	Vif inh	MC4R barr agon	Exocytosis inh	ABHD5 PLIN5 PPI	TLR9-MyD88 block	N-glyco inh	NOD2-RIPK2 inh
COc1ccc(-c2cc(C(=O)Nc3cc(C)nn3-c3ccccc3)no2)cc1	98	-2	-0.4	0	-1.2	-1	-4	-8	-1	-11
Cc1ccccc1OCC(=O)Nc1ccccc1N1CCOCC1	102	3	0.0	-6	-0.7	-4	-5	1	-5	-5
COc1ccc(N2CCN(C(=O)Cn3ncc4c([nH]c5ccccc54)c3=O)CC2)cc1	97	15	-0.2	-4	1.4	1	-8	-8	2	-1
c1ccc(-c2cn3nc(-c4ccccc4)sc3n2)cc1	100	1	0.4	6	-0.1	-2	5	-11	-19	-5
O=C(COC(=O)c1ccc(Br)cc1)NCc1ccc(F)cc1	106	5	0.4	2	1.0	11	1	-7	2	-6
O=C(NC1CCN(C(=O)Nc2cccc(F)c2)CC1)C1CCCCC1	96	17	0.1	1	1.4	1	0	-8	1	7
CS(=O)(=O)c1ccc2c(c1)SC1=NC(=O)/C(=C/c3ccco3)C(=N)N12	115	-9	-0.2	-5	0.4	-2	0	-3	3	4
C/C(=N\NC(=O)c1cccc([N+](=O)[O-])c1)c1ccco1	95	1	-0.2	2	-1.0	6	2	-1	3	-6
CC(=O)NCCc1ccc(O)cc1	97	0	3.6	-2	0.0	-4	-4	-4	1	-12
COc1ccc([C@H]2CC(=O)C=C(c3cccc(OC(F)(F)F)c3)C2)cc1	97	3	0.2	-2	1.7	-2	1	-6	-3	-11
COc1cccc(-c2cnc(C(O)c3cccc(F)c3)[nH]2)c1 (configuration not stated)	95	1	0.2	.	0.9	3	-1	.	-4	-5
COc1ccc(OCCC(=O)c2ccc(OC)cc2)cc1	94	10	0.7	0	2.1	21	0	-5	-1	5
Cc1cc(C)cc(OC(=O)CCN2C(=O)c3ccccc3C2=O)c1	93	0	-0.1	-2	2.6	7	-2	-2	0	-2
CC1(C)NC(=O)N(CCOCCOc2ccccc2)C1=O	81	2	-0.5	23	-2.1	-2	-5	4	0	4
Cc1nc2ccc(NC(=O)c3ccc(N4C(=O)CCC4=O)cc3)cc2s1	100	8	-0.1	9	-1.1	12	-6	2	-2	-8

Record cards (already shown). Order of screens: ABCB6 inh 2 | MC4R antag cAMP | aDG glyco up | Vif inh | MC4R barr agon | Exocytosis inh | ABHD5 PLIN5 PPI | TLR9-MyD88 block | N-glyco inh | NOD2-RIPK2 inh
`Cc1ccccc1OCC(=O)Nc1ccccc1N1CCOCC1` is entered as 102 | 3 | 0.0 | -6 | -0.7 | -4 | -5 | 1 | -5 | -5
`CC(=O)NCCc1ccc(O)cc1` is entered as 97 | 0 | 3.6 | -2 | 0.0 | -4 | -4 | -4 | 1 | -12
`COc1ccc(OCCC(=O)c2ccc(OC)cc2)cc1` is entered as 94 | 10 | 0.7 | 0 | 2.1 | 21 | 0 | -5 | -1 | 5

(continued)
SMILES	ABCB6 inh 2	MC4R antag cAMP	aDG glyco up	Vif inh	MC4R barr agon	Exocytosis inh	ABHD5 PLIN5 PPI	TLR9-MyD88 block	N-glyco inh	NOD2-RIPK2 inh
Cc1cc(C(=O)OCC(=O)Nc2ccc(F)cc2F)c(C)o1	92	4	-0.3	11	0.3	-1	5	5	0	-1
COc1cc(C(=O)NCC(c2cccs2)N2CCOCC2)c([N+](=O)[O-])cc1OC (configuration not stated)	100	-3	0.1	-3	-3.6	-4	-6	3	0	-12
COC(=O)c1ccc(CSc2nc3c(cnn3-c3ccc(F)cc3)c(=O)[nH]2)o1	102	3	-0.2	-8	-0.5	3	-5	4	1	-8
COc1cccc2c1N1C(=O)c3c(C(=O)O)cccc3C1CC2(C)C (configuration not stated)	106	1	-0.2	7	0.0	1	5	-11	3	0
Cn1c(=O)c(S(=O)C2CCCCC2)c(O)c2ccccc21 (configuration not stated)	108	-8	0.1	-4	2.4	-2	4	3	2	-4
CCN1C(=O)[C@H]2[C@@H](c3ccc(C)cc3)N[C@]3(CCCN(CC4CCCCC4)C3=O)[C@H]2C1=O	98	-4	0.1	0	-1.7	0	0	-11	1	-2
CCCn1c(N)c(C(=O)CN(C)CC(=O)Nc2c(Cl)cccc2Cl)c(=O)[nH]c1=O	95	-1	0.1	-4	-2.7	-6	-1	-2	3	-5
COc1ccccc1Oc1ccc(S(=O)(=O)N2CCN(C)CC2)cc1	93	2	1.2	3	0.0	2	3	-1	-1	-11
CCOC(=O)C1(Cc2ccccc2C(F)(F)F)CCN(C(=O)c2cc(C(C)=O)n[nH]2)CC1	101	14	-0.2	0	-1.6	-4	-1	8	-1	-16
CCCc1nnc(SCC(=O)N2CCCC(C)C2)n1CC1CCCO1 (configuration not stated)	92	-2	0.2	4	-1.3	2	-2	-6	-1	-13
Cc1ccc(Cn2nnc3c(=O)n(Cc4cccc(C)c4)cnc32)cc1	98	5	0.1	3	0.1	4	-3	0	-4	4
COc1cc(C2CC(=O)OC3=C2C(=O)CC(C)(C)C3)cc(OC)c1OC (configuration not stated)	95	7	0.1	1	-3.2	-1	4	0	1	0
O=C(O)CC(NC(=O)C12CC3CC(CC(C3)C1)C2)c1cccc([N+](=O)[O-])c1 (configuration not stated)	95	12	-0.2	-3	-1.3	4	1	4	0	-12
CC(C)OC(=O)C1C2C=CC3(CN(Cc4cccs4)C(=O)C13)O2 (configuration not stated)	98	3	-0.4	.	-1.5	0	-3	0	0	-8
Cc1ccc(NC(=O)c2ccco2)c(NC(=O)c2cccs2)c1	108	-1	0.2	3	0.1	-2	4	-2	1	-8
COc1ccc(NS(=O)(=O)c2cccc(NC(=O)NCCCl)c2)cc1	94	0	0.0	7	-0.7	-2	2	4	1	3
NC(=S)n1[nH]c(-c2ccccc2)c(N=Nc2ccccc2C(=O)N2CCOCC2)c1=O	91	-3	0.2	-1	-3.2	-4	3	3	0	8
COc1cc(C2N(c3ccc(Cl)cc3)C(=O)C3CCCN32)cc(OC)c1OC (configuration not stated)	109	5	0.2	20	-1.6	-1	-8	-7	2	-13
CC(C)(CNC(=O)c1sc2cc(Cl)ccc2c1Cl)N1CCOCC1	97	4	1.1	-8	-1.1	17	15	4	-4	-6
Cc1ccccc1NCc1ccc(O)c2ncccc12	99	1	-0.1	-11	-2.7	-5	-2	-5	7	3
CN1CCC(=NNC(=O)c2ccc(N(Cc3ccc(Cl)cc3)S(C)(=O)=O)cc2)CC1	98	5	0.0	-3	-0.8	-1	5	-2	0	-11
CN1CCN(c2oc(-c3ccccc3)nc2S(=O)(=O)c2ccc(Br)cc2)CC1	97	0	0.1	.	-3.1	4	10	-9	-2	-5
N#C/C(=C\c1ccccc1)C(=O)Nc1cccnc1	96	2	-0.1	0	0.5	-1	0	5	3	5
COCCN1C[C@@H](CO)O[C@@H](n2cnc3c(N4CCN(C)CC4)ncnc32)C1	91	-2	-0.2	-1	-1.9	14	3	.	1	-3
Cc1ccccc1CS(=O)(=O)c1snnc1C	99	-5	0.2	4	0.2	4	-1	1	-1	1
Cc1cccc(N2CCN(CC(=O)NCc3ccccc3)CC2)c1C	96	2	0.0	-3	1.6	7	2	3	-1	5
CC1=C(C(=O)N(C(C)C)C(C)C)CC(CC(=O)NCc2cccc3ccccc23)C(=O)N1CCCN1CCCC1=O (configuration not stated)	93	.	-0.1	.	.	-6	8	.	3	-1
O=[N+]([O-])c1sccc1CS(=O)(=O)c1ccccc1	87	3	-0.2	-1	-1.4	-2	1	-10	3	-4
COc1ccc(-c2nnc(SCC(=O)OC3CCCCC3)o2)cc1OC	97	16	-0.2	5	-1.7	-2	7	-6	0	-13
C=CCN(CC=C)C(=O)C[n+]1ccc(C(N)=O)cc1	102	1	-0.1	1	-1.3	-3	-8	-8	-2	-4
Cc1ccc(OCc2nnc(SCC(=O)NCc3ccccc3)n2C)cc1	99	-2	-0.2	7	-1.0	-1	2	-14	1	-11
COc1ccccc1C(=O)NCCN1CCN(c2ccccc2)CC1	103	10	0.1	-5	0.7	-7	-3	-2	2	1
C(=N\Nc1nc2ccccc2s1)/c1ccco1	95	-9	0.4	-7	0.6	6	8	9	-14	-27
COC(=O)[C@H](CC(C)C)NC(=O)Cn1cnc2c(SC)nc(N)nc21	99	12	-0.1	5	0.5	-8	-4	4	1	-2
O=C(CCn1ccc([N+](=O)[O-])n1)NC1CCCCCC1	98	7	0.0	3	-1.2	0	0	5	7	-5
CCCOc1ccc(C(=O)NNC(=S)NC(=O)c2cc(-c3ccc(Cl)cc3)nc3ccccc23)cc1	88	-7	0.2	32	-11	2	-17	5	2	1
Cn1nc(C(C)(C)C)c([N+](=O)[O-])c1C(=O)N1CCCCCC1	97	0	0.1	1	-1.8	0	3	-1	-1	-14
COc1cccc(C2=NOC(C(=O)NC(C)(C)C)C2)c1 (configuration not stated)	102	2	0.0	1	0.5	-2	2	-7	1	-5
CCC(C)(C)C1CCc2c(sc(NC(=O)c3ccccc3C(=O)O)c2C#N)C1 (configuration not stated)	96	1	1.3	9	1.7	4	0	7	-1	4
CC(C)C1Cc2c(C#N)c(N)n(C)c(=S)c2CO1 (configuration not stated)	100	5	-0.4	-13	-0.5	1	-3	4	7	-5
CCn1nnc(-c2ccccc2NS(=O)(=O)c2ccc(S(=O)(=O)N(C)C3CCCCC3)cc2)n1	102	2	-0.2	-17	-1.2	7	-6	-4	-2	-3
COc1ccc(C(=O)Cn2c(C(C)=O)nc3ccccc32)cc1	94	17	1.8	-6	-0.7	-1	-1	-1	2	-1
FC(F)(F)c1cc(-c2ccccc2)nc(NCc2cccnc2)n1	96	6	0.5	-7	3.1	-1	6	0	1	-1
CCOc1ccc(NS(=O)(=O)c2cc(C(=O)N3CCC3)ccc2Cl)cc1	100	-3	-0.5	-3	-0.2	3	-3	3	2	-9
CC(C)[C@H](NC(=O)N1CC(=O)Nc2ccccc21)C(=O)N[C@H](Cc1c[nH]c2ccccc12)C(=O)O	98	10	0.0	23	-3.2	4	-6	-9	2	-7
COCC(=O)Oc1c(S(=O)(=O)c2ccc(C)cc2)c(C)nn1-c1ccccc1	101	2	-0.3	5	-0.8	-1	-6	-9	2	-2
COc1ccccc1-c1nnc(C2CCN(S(=O)(=O)c3ccccc3[N+](=O)[O-])CC2)o1	96	9	0.1	-2	-0.6	2	0	2	-2	5
Cc1cccc(N2CCN(C(=O)CNC(=O)c3ccccc3)CC2)c1C	93	6	0.2	2	-1.6	23	3	-5	0	-3
COc1cccc(OC)c1C(=O)NC(=S)Nc1ccc(S(=O)(=O)Nc2nccs2)cc1	97	-3	0.2	-2	0.8	0	7	7	2	-4
C[N+]1(CCC(=O)c2ccccc2)CCCCC1	95	-1	0.2	8	-3.6	-3	-2	-1	-1	13
CC(NC(=O)c1c(F)cccc1Cl)c1ccc(-n2ccnc2)cc1 (configuration not stated)	97	-1	0.4	-6	-2.4	0	-3	3	0	5
Cc1onc(-c2ccccc2)c1C(=O)NC(=S)NNC(=O)c1cc(-c2ccc(F)cc2)n[nH]1	101	10	-0.3	2	-2.8	0	-1	0	1	-9
COc1ccc(NC(=S)NCC(O)c2ccccc2)c(OC)c1 (configuration not stated)	96	14	0.0	5	-2.1	-2	0	2	1	-22

The list is partial. The share of hits here may be higher or lower than overall.
